# Source: PubChem BioAssay
# XiGFP reactiv = X-chromosome reactivation activator; XiGFP mouse fibroblasts, % GFP-positive cells imaging, 3 d; cells co-treated with 5-aza-dC sensitizer; scaled so ellipticine positive control = 100%; AID 743238; activation, % at 7.58 µM; 360,000 compounds, 0.055% hits;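 active means mean normalized replicate activation at least 10% and every replicate at or above 10%; inconclusive means only one of the two criteria met; inactive means mean below 10% and not all replicates reach 10%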;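 further: 0% = median of on-plate neutral control wells and 100% = ellipticine 6 µM median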
#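 Assay system – SV40-immortalized XiGFP fibroblast cells, line 68-5-11 · Buffer or medium – DMEM supplemented with 5-aza-dC as sensitizing agent · Dosing – one concentration, pinned · Benchmarks – positive control ellipticine, 6 µM final · Times – 3 days compound exposure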
# INS-1E GSIS act = GLuc luminescence reporter in INS-1E cells, primary screen for activators of glucose-dependent secretion of insulin. INS-1E GLuc reporter insulin secretion, 2-3 h. activation, % at 16.6 µM. 370,000 compounds, 0.61% hits;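 active means lowest replicate activation of at least 40%, so every replicate reaches that level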;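 further: 0% = median of neutral control wells and 100% = median of IBMX positive control wells; some compounds called inactive have numbers as strong as hits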
# F508del corr = CFTR F508del correction in bronchial cells | activity (quench increase), % at 7.58 µM | CFBE cells, YFP halide quenching; stimulated with forskolin plus potentiator P3; % fluorescence drop versus neutral controls | 350,000 compounds, 0.36% hits;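 active means mean added fluorescence quench of at least 8% versus neutral control, with both replicates also reaching 8%; inconclusive means only one of the mean or replicate conditions met; inactive means mean below 8% and not both replicates reaching 8%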;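 further: cells transiently co-express mutant CFTR-F508del with the halide-sensitive YFP; corrector assay measuring rescue of mutant channel to the surface after 24 h compound exposure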
# DENV2 CPE = inhibitors of DENV2 cytopathic effect. 350,000 compounds, 1.7% hits. DENV2-infected cells, cytopathic effect rescue, plate reader. CPE inhibition, % at 9.99 µM; in the data active means CPE inhibition above about 20%, passing the limit was not always enough; inconclusive means no clear call, values can overlap the other calls; tested in BHK-21 cells;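 further: 0% = median of neutral control wells and 100% = median of positive control wells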
# RAD54 branch = inhibitors of human RAD54 branch migration | Q92698 | RAD54 Holliday junction branch migration, FAM/BHQ fluorescence | inhibition, % at 10.4 µM | 360,000 compounds, 0.14% hits;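 active means mean normalized replicate activity at least 40 and at least half of replicates scoring 40 or more; inconclusive means only one of the two criteria met; inactive means mean below 40 and under half of replicates reaching 40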;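 further: 0% = median of neutral control wells and 100% = median of positive control wells; inhibitors cause a drop in the FAM fluorescence signal; in these data hits start at about 50%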
# Target sequence (Q92698 whole entry, looked up): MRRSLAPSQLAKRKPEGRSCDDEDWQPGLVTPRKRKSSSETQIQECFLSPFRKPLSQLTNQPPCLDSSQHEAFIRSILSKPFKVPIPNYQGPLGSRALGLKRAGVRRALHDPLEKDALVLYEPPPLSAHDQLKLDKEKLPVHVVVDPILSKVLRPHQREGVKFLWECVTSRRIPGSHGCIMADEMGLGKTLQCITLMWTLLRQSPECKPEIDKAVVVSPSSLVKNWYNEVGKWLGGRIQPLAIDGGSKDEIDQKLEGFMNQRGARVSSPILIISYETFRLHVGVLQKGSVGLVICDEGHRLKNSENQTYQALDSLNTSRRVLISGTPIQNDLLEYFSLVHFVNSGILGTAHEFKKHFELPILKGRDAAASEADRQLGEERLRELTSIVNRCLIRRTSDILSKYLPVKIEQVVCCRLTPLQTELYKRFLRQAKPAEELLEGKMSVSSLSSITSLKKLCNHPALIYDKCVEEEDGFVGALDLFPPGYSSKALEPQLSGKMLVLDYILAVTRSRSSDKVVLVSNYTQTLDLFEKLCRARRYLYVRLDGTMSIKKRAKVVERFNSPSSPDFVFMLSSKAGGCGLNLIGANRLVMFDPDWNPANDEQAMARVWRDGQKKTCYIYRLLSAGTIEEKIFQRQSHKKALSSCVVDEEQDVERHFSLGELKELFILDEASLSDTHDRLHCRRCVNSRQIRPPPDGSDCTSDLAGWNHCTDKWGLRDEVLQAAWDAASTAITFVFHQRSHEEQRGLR
# RAD52 anneal inh = blocks human RAD52 DNA annealing | 360,000 compounds, 0.46% hits | recombinant RAD52 DNA annealing, FRET fluorescence | P43351 | inhibition, % at 18.7 µM;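 active means every replicate showing at least 50% inhibition; inconclusive means mean inhibition at least 50% but not in every replicate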
# E-sel inducer = induces E-selectin expression in human endothelial cells; activation, % at 7.58 µM; HUVEC E-selectin immunofluorescence imaging; normalized: neutral wells 0, TNF-alpha wells 100; 260,000 compounds, 0.37% hits; P16581;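 active means mean E-selectin-positive cell signal at least 10% of the positive control, reached in at least 60% of replicates, without over 20% cell loss; inconclusive means no rule given, readout overlaps actives, possibly toxicity-flagged; inactive means the rest, including those meeting only one limit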;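 further: in these data hits start at about 27%; measured in HUVEC primary endothelial cells; signal is the percent of cells scored E-selectin positive by PE staining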
#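 Test system: HUVEC | Signal: Immunofluorescence imaging | Read-out: Percent E-selectin-positive cells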
# Casp6 inh = inhibitors of human caspase-6 | P55212 | purified caspase-6, Z-VEID-R110 cleavage fluorescence | inhibition, % at 12.5 µM | 350,000 compounds, 0.53% hits;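 active means mean inhibition across replicates at least about 35%, with every replicate also reaching that limit, limit read from the data; inconclusive means only one of the two criteria met; inactive means neither criterion met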;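 further: 0% = median of neutral control wells and 100% = no fluorescence left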
# Target sequence (P55212 24-179 limits assumed): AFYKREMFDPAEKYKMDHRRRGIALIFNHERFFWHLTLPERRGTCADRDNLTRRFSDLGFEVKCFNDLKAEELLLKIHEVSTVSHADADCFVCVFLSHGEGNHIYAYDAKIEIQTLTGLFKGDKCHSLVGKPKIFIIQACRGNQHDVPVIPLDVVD
# Target sequence (P55212 194-293 limits assumed): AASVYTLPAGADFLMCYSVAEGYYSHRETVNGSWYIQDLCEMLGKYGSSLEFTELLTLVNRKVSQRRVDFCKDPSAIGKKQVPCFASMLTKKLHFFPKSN
# Starred values were filed as active, the others as inactive; ? = inconclusive; nt = not tested or not shown; & = joins results of further samples. Rows were taken by chance; any-hit rate near 3.7%.
SMILES,XiGFP reactiv,INS-1E GSIS act,F508del corr,DENV2 CPE,RAD54 branch,RAD52 anneal inh,E-sel inducer,Casp6 inh
CCc1ccc(NC(=O)CCCNC(=O)Cn2cnc3sc(C)c(C)c3c2=O)cc1,0.3,-2,1.0,-7,nt,-13,nt,-5
CO[C@@H]1CN(C)C(=O)c2ccc(NC(=O)C3CCOCC3)cc2OC[C@H](C)N(C)C[C@@H]1C,0.1,10,0.0,nt,3,nt,-0.1,nt
CC(=O)N(C)C[C@@H]1Oc2cc(C#CCC3CCCC3)ccc2S(=O)(=O)N([C@H](C)CO)C[C@@H]1C,0.3,-19,2.0,9,0,4,-0.7,0
CC(=O)N(C(C)=O)c1c(N2CCOCC2)c2ccccc2oc1=O,nt,5,0.1,-3,-5,-9,nt,2
COCCNC(=O)C[C@H]1CC[C@@H](NS(=O)(=O)c2ccc(C)cc2)[C@@H](CO)O1,1.1,-2,0.8,0,-8,-4,-0.3,2
O=C(COC(=O)c1ccccc1Br)NC(=O)NCc1ccccc1,0.7,-16,-2.0,-3,0,-15,0.3,1
COc1ccc(C2CC(c3ccc([N+](=O)[O-])cc3)=NN2C(=O)c2ccccc2)cc1OC (centres undefined),0.1,5,1.1,nt,0,-3,nt,2
CC(=O)Nc1c(C)nn(-c2ccc([N+](=O)[O-])cc2)c1C,0.0,-9,0.9,2,5,5,nt,2
CCC(NC(=O)c1ccccc1NC(=O)c1ccccc1)C(=O)OC (centres undefined),0.0,-7,-4.7,nt,nt,-1,nt,0
COc1ccc(C(CNC(=O)c2cc3ccccc3cc2O)N2CCOCC2)cc1 (centres undefined),0.2,1,-3.5,6,-6,-10,-0.3,-5
CSC(SC)=C(C(C)=O)C(=O)c1ccc(C)cc1,0.0,-10,nt,6,nt,-9,-1.3,2
CN(C)c1ccc(C=c2c3cc(O)ccc3n3c2cc(-c2ccccc2)[n+]3C)cc1,0.0,-55,3.1,-4,nt,-42,139*,95*
CCOc1ccc(C2CC(c3cccc(C)c3)n3nc(N)nc3N2)cc1 (centres undefined),0.2,-10,1.1,-5,3,-12,1.2,-2
COc1ccccc1C#Cc1ccc([C@@H]2[C@@H](C#N)N(C(=O)C3CCC3)[C@H]2CO)cc1,0.0,-1,3.6,22*,-24,14,-0.2,1
C[C@@H]1CN([C@H](C)CO)C(=O)c2cccc(NC(=O)Nc3ccc(F)cc3)c2O[C@H]1CN(C)Cc1ccncc1,-0.1,6,0.8,?,1,5,40*,0
c1ccc(-n2cnc3ccccc32)cc1,-0.2,11,1.7,-18,nt,-9,nt,0
CCOc1cc(/C=N/n2cnnc2)ccc1O,nt,34,3.1,0,-2,3,nt,1
CO[C@H]1CN(C)C(=O)c2cc(NS(=O)(=O)CC(F)(F)F)ccc2OC[C@@H](C)N(C(=O)NC(C)C)C[C@@H]1C,0.1,11,-3.5,1,-9,-17,0.0,5
CNC[C@@H]1OCCCC[C@H](C)Oc2ccc(NC(=O)NC(C)C)cc2C(=O)N([C@H](C)CO)C[C@H]1C,0.0,19,-1.6,-2,-3,-113,0.1,-3
COc1cccc(C(=O)c2c[nH]c(C(=O)NCCCN3CCOCC3)c2)c1,0.5,0,15*,-2,nt,-14,2.0,4
CCc1nc2c(c(=O)[nH]1)C(CC)(CC)Cc1ccccc1-2,0.0,11,2.7,8,-2,-16,nt,-4
N#Cc1ccc(OCC(=O)OCC(=O)c2ccc[nH]2)cc1,-0.1,-1,-2.7,6,5,-3,-0.2,2
CCCN(CC(=O)Nc1ccccc1OC)C(=O)c1cc2ccccc2o1,0.0,8,0.0,nt,nt,-17,4.9,0
O=C1CN(Cc2ccc(F)cc2)C[C@@H]2[C@H](c3ccc(-c4cccnc4)cc3)[C@@H](CO)N12,0.2,3,2.0,0,nt,2,0.0,1
Cc1ccc(S(=O)(=O)Nc2nc(C)cc(NCCN)n2)cc1,nt,8,-2.5,2,15,-31,nt,3
COc1ccc(N(CC(=O)N2CCc3ccccc32)S(=O)(=O)c2c(C)nn(C)c2C)cc1,-0.1,-8,1.8,3,2,-3,nt,-2
O=C(NCCSCc1ccco1)Nc1ccccc1,nt,9,0.5,-5,-7,-10,nt,nt
Cc1cc(C)c(C(=O)C(C)OC(=O)c2ccccn2)cc1C (centres undefined),0.2,15,-1.6,11,2,-3,-0.5,4
CN(C)CC(=O)N1[C@@H]2c3ccc(-c4ccccc4)c(=O)n3C[C@H]1[C@H](CO)[C@H]2C(=O)N1CCOCC1,0.1,8,-0.8,-5,-3,0,0.2,-2
O=C(NC(N1CCOCC1)C(Cl)(Cl)Cl)c1ccc(F)cc1 (centres undefined),-0.1,24,-1.9,-2,nt,-2,nt,-2

# Structural class: the entries above with fluorine (four)
SMILES,XiGFP reactiv,INS-1E GSIS act,F508del corr,DENV2 CPE,RAD54 branch,RAD52 anneal inh,E-sel inducer,Casp6 inh
C[C@@H]1CN([C@H](C)CO)C(=O)c2cccc(NC(=O)Nc3ccc(F)cc3)c2O[C@H]1CN(C)Cc1ccncc1,-0.1,6,0.8,?,1,5,40*,0
CO[C@H]1CN(C)C(=O)c2cc(NS(=O)(=O)CC(F)(F)F)ccc2OC[C@@H](C)N(C(=O)NC(C)C)C[C@@H]1C,0.1,11,-3.5,1,-9,-17,0.0,5
O=C1CN(Cc2ccc(F)cc2)C[C@@H]2[C@H](c3ccc(-c4cccnc4)cc3)[C@@H](CO)N12,0.2,3,2.0,0,nt,2,0.0,1
O=C(NC(N1CCOCC1)C(Cl)(Cl)Cl)c1ccc(F)cc1 (centres undefined),-0.1,24,-1.9,-2,nt,-2,nt,-2

# New compounds follow.
SMILES,XiGFP reactiv,INS-1E GSIS act,F508del corr,DENV2 CPE,RAD54 branch,RAD52 anneal inh,E-sel inducer,Casp6 inh
O=C(Nc1ccccc1)N1C[C@@H]2[C@H](c3ccccc31)[C@@H](CO)N2CC1CCCC1,0.3,2,0.3,?,4,-4,1.3,-2
C[C@H](CO)N1C[C@H](C)[C@H](CN(C)C(=O)c2ccncc2)OCc2cnnn2CCCC1=O,-0.3,-3&-8,-0.9&1.7,1&-2,3&-6,-20&11,-1.5,-1&-1
COc1ccc(Br)cc1CN1CCN(C(=O)c2cccc(OC)c2OC)CC1,nt,-5,-1.2,-1,-7,-9,nt,3
O=C1COc2ccc(C(=O)COC(=O)c3cccnc3Cl)cc2N1,-0.1,3,-1.1,-3,nt,-24,0.2,0
CCCC(=O)N(C1CC(C)C(C#N)(C#N)C1(C#N)C#N)N(C)C (centres undefined),-0.1,7,-14,4,nt,-9,nt,1
CCC(=O)Nc1ccc2c(c1)C(=O)N(C)C[C@@H](OC)[C@@H](C)CN(Cc1ccccn1)[C@@H](C)CO2,0.2,-6,-0.9,nt,11,-2,-0.1,-10
CCCNC(=O)N(C)C[C@H]1Oc2ncc(-c3ccccc3)cc2C(=O)N([C@H](C)CO)C[C@H]1C,-1.3,14,4.0,-21,5,12,0.5,-2
CCOC(=O)C1(C)CCN1C(=O)c1cc(F)ccc1C (centres undefined),0.2,-3,1.8,19,-1,-1,1.4,0
CCOc1c(N2CC(C)OC(C)C2)c(=O)c1=O (centres undefined),0.1,4,-0.5,-6,-2,-9,nt,-7
CC(C)C(=O)Nc1ccc2c(c1)C(=O)N(C)[C@@H]1CC[C@H](CC(=O)NCc3cccc(F)c3)O[C@@H]1CO2,0.1,-8,-1.5,-1,-1,nt,0.2,nt
CCN(CC)S(=O)(=O)c1cccc(-c2nc3n(n2)Cc2ccccc2-3)c1,nt,6,-1.2,3,-13,-12,nt,-1
C[C@@H]1CN([C@H](C)CO)C(=O)c2cc(C#CCc3ccccc3)cnc2O[C@H]1CN(C)CC1CCCC1,-1.0,0,-0.2,1,6,-2,nt,-1
CC(C)NC(=O)Nc1ccc2c(c1)CC(=O)N([C@H](C)CO)C[C@H](C)[C@H](CN(C)C)O2,-0.6,15,2.9,3,4,10,-0.2,-3
COc1ccccc1NCCC(=O)OCC(=O)Nc1ccccc1Cl,-0.1,nt,-2.7,-6,3,-8,0.7,1
Cn1cnc(S(=O)(=O)N[C@@H]2CC[C@H](CC(=O)Nc3ccc(-c4ccccc4)cc3)O[C@@H]2CO)c1,0.7,5,0.7,?,-6,-2,0.2,0

# Arranged by molecular weight (ascending): some entries from above.
SMILES,XiGFP reactiv,INS-1E GSIS act,F508del corr,DENV2 CPE,RAD54 branch,RAD52 anneal inh,E-sel inducer,Casp6 inh
c1ccc(-n2cnc3ccccc32)cc1,-0.2,11,1.7,-18,nt,-9,nt,0
CCOc1cc(/C=N/n2cnnc2)ccc1O,nt,34,3.1,0,-2,3,nt,1
N#Cc1ccc(OCC(=O)OCC(=O)c2ccc[nH]2)cc1,-0.1,-1,-2.7,6,5,-3,-0.2,2
CCCC(=O)N(C1CC(C)C(C#N)(C#N)C1(C#N)C#N)N(C)C (centres undefined),-0.1,7,-14,4,nt,-9,nt,1
CCC(NC(=O)c1ccccc1NC(=O)c1ccccc1)C(=O)OC (centres undefined),0.0,-7,-4.7,nt,nt,-1,nt,0
CCCNC(=O)N(C)C[C@H]1Oc2ncc(-c3ccccc3)cc2C(=O)N([C@H](C)CO)C[C@H]1C,-1.3,14,4.0,-21,5,12,0.5,-2
CC(=O)N(C)C[C@@H]1Oc2cc(C#CCC3CCCC3)ccc2S(=O)(=O)N([C@H](C)CO)C[C@@H]1C,0.3,-19,2.0,9,0,4,-0.7,0

# Next part
SMILES,XiGFP reactiv,INS-1E GSIS act,F508del corr,DENV2 CPE,RAD54 branch,RAD52 anneal inh,E-sel inducer,Casp6 inh
Cc1ccc(S(=O)(=O)Nc2ccc3c(c2)CC(=O)N([C@@H](C)CO)C[C@@H](C)[C@H](CN(C)Cc2ccncc2)O3)cc1,0.1,-1,1.4,37*,-17,21,1.3,-3
C[C@@H]1CN([C@@H](C)CO)C(=O)c2cccc(NS(=O)(=O)c3cn(C)cn3)c2O[C@@H]1CN(C)S(=O)(=O)c1ccccc1,0.2,17,1.0,-6,-1,-12,0.0,-4
Cc1ccc(-n2c(=O)[nH]cc(C(=O)Nc3ccc4c(c3)OCO4)c2=O)cc1C,0.0,5,-3.1,1,5,-2,nt,5
COc1ccc(S(=O)(=O)N2CCN(CC(=O)NC(Cc3ccccc3)C(C)=O)CC2)cc1 (centres undefined),0.0,0,-5.5,5,6,-11,-0.2,-7
O=C(Nc1ccc(C(F)(F)F)cc1)N[C@H]1CC[C@@H](CC(=O)N2CCCCC2)O[C@@H]1CO,0.2,5,2.2,1,-2,-3,-0.2,nt
Cc1nc2c(c(=O)c3ccccc3n2C)c(=O)n1C1CCCC1,0.1,2,0.9,7,nt,-4,nt,1
CCN(CC)CCC(C)OC(=O)c1ccc(O)cc1O (centres undefined),0.0,0,0.0,nt,-4,-15,nt,nt
CCCN(CCC)CCCNS(=O)(=O)c1cc(Br)cc2c1N(C(C)=O)CC2,nt,-6,nt,nt,1,0,nt,-11
